KB-V1 cytotox = kills drug-selected multidrug resistant KB-V1 cells. KB-V1 MDR cells viability, CellTiter-Glo, 72 h. Potency, µM (titrated, usually from 46.1 µM), inactives show at the highest dose activity change, negative = cytotoxicity, hits mostly cytotoxic. 400,000 compounds, 3.4% hits. AID 1347076; also: nearly all actives have a fitted effect of over 60% in size
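In this primary screen, KB-V1 cells overexpressing P-gp are incubated with library compounds (lowest to highest concentration) for 72 h at 37 degrees C before a luminescent ATP viability read.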
KB-3-1 cytotox = KB-3-1 parental cell cytotoxicity. KB-3-1 viability, CellTiter-Glo ATP luminescence, 72 h. Potency, µM (doses to about 46.1 µM), for inactives: at the top dose activity change, negative = cytotoxic, actives largely listed as cytotoxic. 400,000 compounds, 1.4% hits. AID 1347075; also: nearly all actives have a fitted effect of over 60% in size
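Cytotoxicity in the drug-sensitive parental line KB-3-1 was scored as loss of CellTiter-Glo luminescence following 72 h incubation with compound. Values come from curve fitting of normalized concentration-response data.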
ATXN2 expr inh = ATXN2 expression inhibition. Potency, µM (doses to about 57 µM), without a hit: at the top dose activity change, negative = inhibition, most hits filed as inhibitors. 360,000 compounds, 0.72% hits. AID 1745845. HEK-293 ATXN2-luciferase reporter, luminescence, 24 h; also: nearly all actives have a fitted effect of over 55% in size
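qHTS (up to 57 uM final) was run with 24 h compound exposure of reporter cells at 37 °C. Each well was multiplexed: SteadyGlo luminescence measured ATXN2-luciferase expression after a fluorogenic Gly-Phe-AFC viability readout (25 uM final).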
The depositor's hits bear a star; ? = inconclusive; [ ] = another dose, or the depositor's remark. Calls follow the shape of the dose curve; as a rule, active = well fitted curve in the direction sought with a large enough effect; inconclusive = small, poorly fitted or top-dose-only effect, or another doubt; inactive = no such curve, though single readings can be large; an effect the other way counts as inactive or inconclusive. % is scaled to controls: 0 for no effect and ±100 for the full control effect; potency is read from the fitted curve at half-maximal effect.

Results follow in this order: KB-V1 cytotox	ATXN2 expr inh	KB-3-1 cytotox
> O=S(=O)(Nc1cc(F)ccc1F)c1ccc2[nH]c3c(c2c1)CCCC3
→ -2%	?	10%
> Cc1ccc(NC(=O)N2CC3CCCN3c3ccccc32)cc1C (stereo not given)
→ -14%	76%[activator]	-19%
> CC(C)(C)c1ccc(C(=O)NC2(C(F)(F)F)NC(=O)N(CCc3ccccc3)C2=O)cc1 (stereo not given)
→ 0%	?	-3%
> CN(Cc1ccccc1)C(=O)c1c[nH]c2ccc(S(=O)(=O)Nc3ccccc3F)cc2c1=O
→ -5%	7%	-1%
> Cc1ccc(C(=O)c2cn(Cc3cc(C)ccc3C)c3nc(C)ccc3c2=O)cc1
→ ?	?	9%
> COc1ccc(C(=O)Nc2nnc(S(=O)(=O)N3CCN(c4ccc(F)cc4)CC3)s2)cc1
→ 29%	12%	-5%
> COc1ccc(-c2nc3ccccc3n2Cc2ccc(C(C)C)cc2)cc1
→ ?	-21%	-28%
> Cc1ccc(-n2nc3c(N4CCC(C(=O)NC5CCC(C)CC5)CC4)nnc(C)c3c2C)cc1 (stereo not given)
→ -11%	-16%	-1%
> CCOc1ccc(CCNc2ncnc3onc(C)c23)cc1OCC
→ -15%	-22%	2.6µM*
> CC(C)c1ccc(OC(=O)c2cc(-c3ccc4c(c3)OCCO4)on2)cc1
→ 8%	11%	-5%
> Cc1ccc(NC(=O)CSc2nnc3scc(-c4ccccc4)n23)cc1
→ -13%	-24%	-14%
> CCCCOc1ccc(CNC(=O)c2ccc(-c3nc(CN4CCc5ccccc54)c(C)o3)cc2)cc1
→ ?	-15%	18µM*
> COc1cccc(NC(=O)c2oc3ccccc3c2NC(=O)c2cc3ccccc3o2)c1
→ -8%	7%	10%
> Cc1ccc2nc(-c3cccs3)c(Nc3ccc4c(c3)OCCO4)n2c1
→ -10%	7%	2%
> Cc1ccccc1OCc1ccc(-c2nc(C#N)c(NCc3cccnc3)o2)o1
→ ?	32µM*	?
> COc1ccc(NC(=O)C(CC(C)C)NC(=O)C2CCCCC2)cc1 (stereo not given)
→ -6%	2%	-2%
> COc1ccc(NC(=O)c2c(C)oc3ccc(O)c(CN4CCC(C)CC4)c23)cc1Cl
→ -10%	-19%	-4%
> CCN(C(=O)CN(C)S(=O)(=O)c1ccc2c(c1)n(C)c(=O)c(=O)n2C)c1cccc(C)c1
→ 7%	-16%	1%
> O=C(c1ccc2c(c1)N(Cc1ccccc1F)C(=O)c1ccccc1S2(=O)=O)N1CCCCC1
→ 12%	-14%	2%
> O=C(Cn1ncc2ccsc2c1=O)N1CCN(c2ccccc2)CC1
→ -29%	-2%	4%
> CCCCN(C)CCCNC(=O)C1CCN(S(=O)(=O)CCC)CC1
→ 2%	6%	-5%
> Cc1ccc(-c2nnc(Nc3cccc(Cl)c3)c3ccccc23)cc1S(=O)(=O)N1CCCCC1
→ 17%	6%	-5%
> CCN(CC)CCCNC(=O)c1ccc(Cn2c(SCc3ccccc3)nc3cccnc32)cc1
→ 0%	8%	4%
> CCOC(=O)CSc1nc2sc3c(c2c(=O)n1Cc1ccccc1)CCC(C(C)(C)C)C3 (stereo not given)
→ 11%	1%	7%
> CCOc1ccccc1NC(=O)Cn1ncc2c([nH]c3ccccc32)c1=O
→ 2%	5%	-5%
> Cn1cc(C(=O)NCCc2ccccc2)c(=O)c2cc(S(=O)(=O)N3CCCCC3)ccc21
→ 19%	5%	?
> CCc1c(C)sc2c1CCN(C(=O)Nc1cc(Cl)c(OC)cc1OC)C2c1ccccc1 (stereo not given)
→ -14%	-20%	0%
> Cn1nnnc1SCCCNCc1cccc(OCc2ccccc2Cl)c1
→ -1%	?	?
> Cc1c(Cl)cccc1NC(=O)c1ccc2c(c1)CCN2S(=O)(=O)c1ccccc1
→ 9%	3%	-6%
> CCOc1ccc(CN2C(=O)c3ccccc3Sc3ccc(C(=O)NCCc4ccccc4)cc32)cc1
→ 12%	12%	-2%
> O=C(Cn1cc(S(=O)(=O)c2ccc(Cl)cc2)c(=O)c2ccccc21)Nc1ccc2c(c1)OCO2
→ 0%	-24%	16%
> COc1cccc(C2CC(=O)Nc3c2c(=O)nc2c(C)cccn32)c1 (stereo not given)
→ 11%	13%	10%
> COc1cccc(Cn2c(SCc3ccc(C(=O)N4CCCCC4)cc3)nc3ccncc32)c1
→ 13%	-32%	?
> CCOC(=O)c1[nH]c2c(c1Cc1ccccc1C)C(=O)CC(c1cc(OC)ccc1OC)C2 (stereo not given)
→ 1%	-4%	3%
> Cc1cccc(NC(=O)C2CCCN(S(=O)(=O)c3c(C)[nH]c(=O)[nH]c3=O)C2)c1C (stereo not given)
→ -8%	0%	-16%
> CCCCN1C(=O)C(NC(=O)c2ccc(C(C)(C)C)cc2)(C(F)(F)F)C(C(=O)OC)=C1C (stereo not given)
→ -10%	4%	10%
> CCOC(=O)C1CCN(CCC(=O)Nc2ccccc2OC)CC1
→ -4%	-1%	-20%
> Cc1ccc(C)c(N2C(=O)N(Cc3cccc(C(F)(F)F)c3)c3ccccc3S2(=O)=O)c1
→ 3%	9%	-8%
> Cc1cccc(N2CCN(C(=O)c3cc4c(=O)n(C)c5ccccc5c4s3)CC2C)c1 (stereo not given)
→ 0%	9%	22%
> CCC(Sc1nc2ccccc2c2nc(CCc3c(C)n[nH]c3C)nn12)C(=O)Nc1ccccc1F (stereo not given)
→ -9%	-6%	9%
> Cc1ccccc1-c1nc(C(N)=O)c2c(n1)n(-c1ccc3c(c1)OCO3)c(=O)n2C
→ 10%	-8%	-8%
> CCc1cnc2c(c1SCC(=O)c1ccccc1)c(=O)n(C)c(=O)n2C
→ 6%	6%	10%
> O=C(NCCc1nc2ccccc2n1Cc1ccc(Cl)cc1)c1ccccc1
→ ?	-22%	4%
> CCn1c(=O)c2cc(C(=O)NCCc3ccc(OC)c(OC)c3)sc2c2ccccc21
→ ?	-13%	-2%
> COCC(C)NC(=O)c1cnn2c(C(F)F)cc(-c3ccccc3)nc12 (stereo not given)
→ 0%	0%	0%
> Cc1ccc(C)c(NC(=O)CSc2nnc(CNC(=O)c3ccccc3)n2-c2ccccc2)c1
→ 3%	-5%	-1%
> COc1ccc(CC(=O)NCCc2csc(-c3cccc(F)c3)n2)cc1OC
→ 13%	-17%	4%
> CCc1ccc(C(=O)c2cn(CC(=O)Nc3ccc(C)c(C)c3)c3ccccc3c2=O)cc1
→ -17%	-7%	?
> COc1ccc(NC(=O)Cn2c(=O)c3ccccc3n3nncc23)cc1Cl
→ -12%	2%	-7%
> CCOc1ccccc1NC(=O)CN1C(=O)CC(c2ccc(OC)c(OC)c2)Sc2ccccc21 (stereo not given)
→ 18µM*	?	?
> COc1ccc(NC(=O)CSc2oc(-c3ccc(F)cc3)nc2S(=O)(=O)c2ccc(C)cc2)c(OC)c1
→ -16%	16%	2%
> Cc1ccc(N2CC(c3nc4ccccc4n3CCC3CCCCC3)CC2=O)cc1 (stereo not given)
→ -20%	13%	10%
> COc1ccc2oc(=O)c(C(=O)N3CCN(c4ccc(C)cc4)CC3)cc2c1
→ -4%	-2%	-11%
> Cc1ccc(NC2=C(c3ccc(C(F)(F)F)cc3)C(=O)c3ccccc32)cc1C
→ 0%	62%[activator]	6%
> CCc1ccc2oc(-c3ccc(NC(=O)c4cc(OC)c(OC)c(OC)c4)cc3)nc2c1
→ 1%	7%	4%
> COc1ccc(CCNC(=O)c2cc(=O)c3cc(C)cc(C)c3o2)cc1OC
→ -28%	12%	?
> CCNC(=O)C1CCN(c2nc3ccccc3nc2C(F)(F)F)CC1
→ -26%	8%	0%
> O=C1CC(c2nc3ccccc3n2CCCOc2ccccc2)CN1c1ccc(F)cc1 (stereo not given)
→ -25%	-29%	?
> CCOC(=O)c1c(C)[nH]c(C)c1S(=O)(=O)NCC(=O)N1CCN(c2ccccc2F)CC1
→ 20%	-8%	5%
> COc1ccc(NC(=O)COCc2cc(-c3ccco3)on2)cc1
→ 13%	-4%	14%

Entries of single compounds, quoted from the list:
Record of Cc1ccc2nc(-c3cccs3)c(Nc3ccc4c(c3)OCCO4)n2c1 → KB-V1 cytotox: -10%; ATXN2 expr inh: 7%; KB-3-1 cytotox: 2%
Record of CCCCN1C(=O)C(NC(=O)c2ccc(C(C)(C)C)cc2)(C(F)(F)F)C(C(=O)OC)=C1C (stereo not given) → KB-V1 cytotox: -10%; ATXN2 expr inh: 4%; KB-3-1 cytotox: 10%
Record of Cc1ccc(C)c(NC(=O)CSc2nnc(CNC(=O)c3ccccc3)n2-c2ccccc2)c1 → KB-V1 cytotox: 3%; ATXN2 expr inh: -5%; KB-3-1 cytotox: -1%

The list goes on.
Results follow in this order: KB-V1 cytotox	ATXN2 expr inh	KB-3-1 cytotox
> Cc1oc2ncnc(N3CCCCC3)c2c1C(=O)NCC1CCN(Cc2cccc(F)c2)CC1
→ -5%	-2%	-6%
> CCN(C(=O)CSc1nc2ccccc2n1CC(=O)Nc1ccccc1C)c1ccccc1
→ -8%	-9%	-11%
> COc1ccc(NC(=O)c2ccco2)cc1NC(=O)COc1ccc(C)c(C)c1
→ -4%	-35%	-10%
> Cc1ccc(-c2cc3ncc(C(=O)c4cc([N+](=O)[O-])ccc4O)cn3n2)cc1
→ -1%	-20%	16µM*
> COc1cccc(C(=O)Nc2cc3c(cc2C(=O)c2ccc(C)cc2)OCCO3)c1
→ -16%	-1%	?
> CSc1cccc(NC(=O)C2CCN(S(=O)(=O)c3ccc4[nH]c(=O)ccc4c3)CC2)c1
→ 0%	-2%	?
> COc1cccc(C(=O)Nc2c3c(nn2-c2ccc(C)cc2C)CS(=O)(=O)C3)c1OC
→ -4%	-13%	-4%
> CCCCOc1ccc(CNC(=O)c2ccc3c(c2)N(C)C(=O)C2CCCCN32)cc1 (stereo not given)
→ 12%	-20%	-16%
> COc1ccc(-n2ncc3c(N4CCN(c5cccc(C)c5)C(C)C4)ncnc32)cc1 (stereo not given)
→ ?	?	21µM*
> Cc1ccc(NC(=O)Cn2c(=O)n(-c3ccc(C)cc3)c(=O)c3ccc(C(=O)NCc4ccccc4Cl)cc32)cc1
→ 25%	-4%	?
> CCOc1ccccc1NC(=O)Cn1c(=O)n(Cc2ccccc2)c(=O)c2c(C)c(C(=O)N(C)C)sc21
→ 14%	-13%	1%
> O=C1C(c2ccc(F)cc2)N(Cc2ccccc2Cl)C(=O)CN1C1CCCCC1 (stereo not given)
→ -18%	-39%	8%
> CCOC(=O)c1ccc(-c2ccc3ncnc(N(C)Cc4sccc4C)c3c2)o1
→ -4%	14%	0%
> CCCN(C(=O)c1cc2c(s1)-c1c(C)cccc1OC2)c1ccc(OCC)cc1
→ -14%	6%	-8%
> CCn1c(CN2CCCCC2)nc2cc(NC(=O)COc3cc(C)ccc3C(C)C)ccc21
→ -5%	-14%	?
> O=C(CCn1cnc2onc(-c3ccc(F)cc3)c2c1=O)N1CCN(c2ccccc2)CC1
→ 18%	-25%	1%
> CCOc1ccc(NC(=O)c2oc3ccccc3c2NC(=O)COc2cccc(OC)c2)cc1
→ 5%	11%	-1%
> CSc1nc(Nc2ccc(C)cc2)c(C#N)c(-c2ccccc2)n1
→ 27%	7%	4%
> CCN(CC)CCCNC(=O)Cn1nc(N2CCN(c3ccccc3OC)CC2)ccc1=O
→ 6%	1%	4%
> CCc1cccc(CC)c1NC(=O)c1ccc2c(c1)CCN2S(=O)(=O)c1ccccc1
→ 18%	4%	2%
> COc1ccc2c(c1)cc(CNc1ccc(OC)c(OC)c1)c(=O)n2CC(=O)Nc1ccc(F)cc1
→ -23%	-8%	16%
> CN(C(=O)c1ccc2c(c1)N(Cc1ccc(F)cc1)C(=O)c1ccccc1S2(=O)=O)C1CCCCC1
→ 23%	-23%	-14%
> Cc1ccc(Nc2nc(C)nc(N)c2S(=O)(=O)c2ccccc2)cc1
→ 0%	13%	4%
> O=C(Cn1c(-c2cccs2)cc2cc(F)ccc21)N1CCN(c2cccc(Cl)c2)CC1
→ -1%	12%	-2%
> CC(C)(C)NC(=O)c1oc2ccccc2c1NC(=O)c1ccccc1F
→ 5%	-13%	8%
> CCOc1ccccc1NS(=O)(=O)c1c(C(=O)OC)sc2cccc(F)c12
→ 7%	2%	7%
> COc1ccc(-c2ccc(NS(=O)(=O)c3cccc(Cl)c3)cc2)nn1
→ 6%	2%	6%
> CCCNC(=O)CN1C(=O)c2cccnc2Sc2ccccc21
→ 0%	7%	2%
> Cc1cccc(NC(=O)c2sc3ncnc(N(C)C4CCCCC4)c3c2C)c1C
→ -29%	0%	-9%
> CCn1c(=N)c(C(=O)NC2CCCCC2)cc2c(=O)n3cc(C)ccc3nc21
→ 0%	3%	6%
> CCOc1cc(C(=O)Nc2nnc3n2CCS3)cc(OCC)c1OCC
→ 25%	2%	19%

Compound activity from PubChem BioAssay.

A portion of the library; the hit share may differ from the screen's.
